Screens from PubChem BioAssay.
TPT1 inhibitor: C. albicans TPT1 enzyme inhibition | actives 0.81% (n = 300,000) | inhibition, % at 5 µM | recombinant caTPT1, FP RNA substrate dephosphorylation | AID 1962;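 active = inhibition above the mean of all tested compounds plus 3 SD, set per screening campaign, cut at about 24% in these data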;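 note: plate controls were DMSO alone for no effect and ferristatin control at 100 nM for full effect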
Fh CTSL1 inh: cathepsin L1 inhibition, PFM18AAP counter-screen | recombinant F. hepatica cathepsin L1, Z-Leu-Arg-MCA fluorescence | inhibition, % at 5.96 µM | actives 0.49% (n = 300,000) | AID 1906;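 active = inhibition above the mean of all tested compounds plus 3 SD, set per screening campaign, cut at about 17% in these data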;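 note: 0% = plate median of test compound wells and 100% = 1 µM Z-Phe-Ala-diazomethylketone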
EBNA-1 inhibitor: blocks EBNA-1 binding to DNA; actives 0.34% (n = 300,000); EBNA-1 DNA binding, fluorescence polarization; inhibition, % at 14.8 µM; in the data active = inhibition above about 28%
HCV core dimer: blocks dimerization of HCV core protein. TR-FRET GST/Flag-core106 dimerization, 1536-well. inhibition, % at 5 µM. actives 0.33% (n = 300,000);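 active = inhibition above the mean of all tested compounds plus 3 SD, set per screening campaign, cut at about 45% in these data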
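System: GST-tagged and Flag-tagged HCV core protein residues 1-106 / Input: core106 proteins, GST 13.5 nM and Flag 17 nM / Buffer or medium: KF-containing HEPES buffer, pH 7.45, DTT, CHAPS, BSA / Probe or stimulus: Eu-anti-GST and XL665-anti-Flag labelled anti-tag antibodies / Schedule: 4 h, 22.5 °C incubation / Technique: TR-FRET 671 and 617 nm emission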
Efflux pump inh: antifungal efflux pump inhibition, Nile Red retention; S. cerevisiae Candida pump triplex; inhibition, % at 10 µM; actives 0.44% (n = 330,000); AID 485275;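 active = plate passing quality check with inhibition over a set limit, or well fluorescence over plate mean plus 4 SD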;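 note: Nile Red retained in pooled yeast measured as flow cytometry median fluorescence; 0% = buffer negative control and 100% = Enniatin B positive control; higher means more Nile Red kept so more efflux inhibition; some compounds called inactive have numbers as strong as hits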
PP5 inh: PP5 (human) phosphatase inhibition. purified PP5c, OMFP substrate fluorescence. inhibition, % at 6.7 µM. actives 0.18% (n = 320,000);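 active = inhibition above the campaign's mean inhibition across all tested compounds plus 3 SD, cut at about 9.5% in these data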;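 note: 0% = DMSO only and 100% = 100 µM cantharidin control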
PREPL inh: inhibitors of human prolyl oligopeptidase-like enzyme PREPL | Q4J6C6 | recombinant PREPL, fluorescence polarization activity-based probe | inhibition, % at 5.96 µM | actives 0.68% (n = 320,000) | AID 2751; in the data active = inhibition above about 43%;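 note: 0% = enzyme with DMSO and 100% = wells lacking enzyme; many of its hits are not listed in these tables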
Target sequence (Q4J6C6 whole entry, looked up): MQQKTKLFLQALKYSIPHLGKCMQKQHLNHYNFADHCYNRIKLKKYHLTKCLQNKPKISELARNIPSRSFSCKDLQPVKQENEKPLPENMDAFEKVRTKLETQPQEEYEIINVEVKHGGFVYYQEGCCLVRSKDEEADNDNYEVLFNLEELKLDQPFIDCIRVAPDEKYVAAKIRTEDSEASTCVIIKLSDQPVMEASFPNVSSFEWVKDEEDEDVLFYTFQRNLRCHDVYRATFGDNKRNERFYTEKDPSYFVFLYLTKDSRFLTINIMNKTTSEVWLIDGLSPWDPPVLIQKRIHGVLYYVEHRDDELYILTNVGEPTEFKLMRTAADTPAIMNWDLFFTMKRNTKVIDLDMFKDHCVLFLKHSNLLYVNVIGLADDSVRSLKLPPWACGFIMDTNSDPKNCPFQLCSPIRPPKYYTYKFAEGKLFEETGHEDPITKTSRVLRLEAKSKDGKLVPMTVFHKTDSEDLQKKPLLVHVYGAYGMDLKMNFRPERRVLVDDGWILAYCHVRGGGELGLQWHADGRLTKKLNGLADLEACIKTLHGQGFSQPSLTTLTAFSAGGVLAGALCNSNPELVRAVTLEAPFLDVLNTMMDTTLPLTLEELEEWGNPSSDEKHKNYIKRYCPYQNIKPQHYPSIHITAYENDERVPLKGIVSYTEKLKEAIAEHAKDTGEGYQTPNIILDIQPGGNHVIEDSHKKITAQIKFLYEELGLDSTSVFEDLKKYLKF
ZTA counter: blocks Epstein-Barr virus ZTA, an EBNA-1 counter-screen | P03206 | ZTA-DNA binding, fluorescence polarization | inhibition, % at 11 µM | actives 0.15% (n = 320,000) | AID 2234; in the data active = inhibition above about 33%
PP1 inh: counter-screen for PP5 inhibitors: inhibitors of human PP1-alpha; P62136; purified PP1alpha, OMFP fluorescence; inhibition, % at 6.7 µM; actives 0.9% (n = 320,000); AID 2235;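 active = inhibition above the mean inhibition of all tested compounds plus 3 SD, computed separately for each screening campaign, cut at about 15% in these data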
Target sequence (P62136 whole entry, looked up): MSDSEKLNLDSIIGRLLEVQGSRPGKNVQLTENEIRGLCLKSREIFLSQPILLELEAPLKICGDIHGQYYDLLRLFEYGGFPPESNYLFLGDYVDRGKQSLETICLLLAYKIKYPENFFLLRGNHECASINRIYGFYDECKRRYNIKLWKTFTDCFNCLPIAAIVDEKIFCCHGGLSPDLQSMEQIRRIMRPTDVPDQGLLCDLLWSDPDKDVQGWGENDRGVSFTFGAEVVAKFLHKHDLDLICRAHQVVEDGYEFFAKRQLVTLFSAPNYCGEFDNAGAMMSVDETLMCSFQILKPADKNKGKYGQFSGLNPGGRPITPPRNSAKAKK
Starred values were filed as active, the others as inactive; nt = not tested or not shown; & = joins results of further samples; ! = repeats disagree. An excerpt; count on the stated rates, not on these rows.

SMILES	TPT1 inhibitor	Fh CTSL1 inh	EBNA-1 inhibitor	HCV core dimer	Efflux pump inh	PP5 inh	PREPL inh	ZTA counter	PP1 inh
O=C(Nc1ccc(F)cc1)NC1CCN(Cc2nnnn2Cc2ccco2)CC1	5	0	8	-5	0.0	1.0	12	-2	-8
O=C(c1ccc(S(=O)(=O)Nc2ccccc2F)cc1)N1CCC1	1	1	4	-1	0.2	-0.3	1	4	0
CCN(CC(=O)Nc1ccc(NC(C)=O)cc1)C(=O)CCCc1c[nH]c2ccccc12	nt	nt	nt	nt	-0.1	1.3	16	0	-2
CN1CCN(NC(=O)c2cn(-c3ccccc3)nc2-c2cccc(Br)c2)CC1	-6	-1	14	-10	-0.2	1.0	8	-8	1
COc1ccccc1C(=O)N1CCN(CCc2ccccc2)CC1	-1	5	3	-3	-0.2	1.1	14	-8	-2
O=C(COC(=O)CCc1nc2ccccc2s1)Nc1nc(-c2ccccc2)cs1	1	-51	-3	12	0.0	4.3	-14	-7	1
COc1cc(-c2nc3ccccc3nc2-c2ccc(O)c(OC)c2)ccc1O	1	-1	7	-2	-0.1	2.5	-6	11	1
Cc1onc(-c2c(F)cccc2Cl)c1C(=O)N1CCSCC1	1	-2	-6	1	-0.1	-0.9	-1	-9	-3
Cc1ccc(NC(=O)C(C)OC(=O)COc2cccc(C(F)(F)F)c2)cc1 (centres undefined)	nt	nt	nt	nt	0.3	2.6	15	-1	0
CCCCNC(=O)[C@@H]1CSC2c3ccc(OC)c(OC)c3C(=O)N21 (some centres undefined)	-2	-2	2	-1	-0.1	-0.8	-8	-13	-5
Cn1cccc1C(=O)C(=O)Nc1ccccc1	-4	2	-5	-5	0.1	1.0	-2	4	-1
COc1ccc(-n2c(=S)[nH]c3cc(C(=O)NCCCN4CCCC4=O)ccc3c2=O)cc1	-5	-5	4	-7	0.1	-0.3	5	3	1
CCOC(=O)c1sc(NC(=O)COC(=O)CNC(=O)C2CCCCC2)c(C(=O)OCC)c1C	-4	9	3	8	0.3	1.6	-6	10	1
N/C(=N\OC(=O)c1ccc(F)cc1)c1nonc1N	-1	-6	11	-4	-0.1	0.3	-34	-13	-2
CC(C)(C)c1ccc(C(=O)NNc2ncccc2-n2cccc2)cc1	1	4	-4	-2	-0.1	1.3	4	1	-3
CC1CCN(c2ccc3nnc(CCC(=O)NCCCOC(C)C)n3n2)CC1	-2	1	-9	3	0.1	0.6	-6	-7	-2
O=C(NC(c1ccc(Cl)cc1)c1cc(Cl)c2cccnc2c1O)c1cccnc1 (centres undefined)	-9	1	-14	2	-0.3	-2.3	2	8	0
CCOC(=O)Cn1nnc(-c2ccc(OCC(C)C)cc2)n1	-3	1	13	5	0.1	2.7	2	14	-3
CCOc1cc(/C=C2/SC(=Nc3ccccc3)N(Cc3cccnc3)C2=O)ccc1OCC#N	4	4	0	15	0.1	1.2	4	22	9
N#C/C(=C/c1cc[nH]c1)C(N)=S	-2	3	-12	0	-0.1	1.4	8	-20	-5
COc1cc(C)nc(OCCNC(=O)COc2ccc(Cl)cc2Cl)n1	-1	1	-7	10	0.0	1.0	-12	14	-4
O=C1CC(c2ccc(S(=O)(=O)NCc3ccccc3)cc2)CN1 (centres undefined)	0	-2	-6	-1	0.2	2.2	10	-3	-4
O=C(NCCC1CCCC1)c1cccs1	1	-4	6	1	-0.1	0.0	-9	-17	0
Cc1ccc(-c2nnc(SCC(=O)N3CCCC3)o2)cc1C	-2	0	11	-2	0.0	1.4	15	12	0
Cc1ccc(S(=O)(=O)Nc2cc3c(cc2C#N)OCO3)cc1C(N)=O	-1	-3	-3	-6	0.1	1.4	11	-8	0

New compounds follow.
SMILES	TPT1 inhibitor	Fh CTSL1 inh	EBNA-1 inhibitor	HCV core dimer	Efflux pump inh	PP5 inh	PREPL inh	ZTA counter	PP1 inh
COc1ccc(N2CC(O)=C(c3nc(-c4ccc(Cl)cc4)cs3)C2=N)cc1	-1	3	-9	14	0.0	-0.8	11	-1	-3
CC(C)(C)OC(=O)CC12CCCCC1NC(=O)O2 (centres undefined)	0	2	4	-5	-0.1	4.3	6	-6	-2
O=C(NCCc1ccccc1)c1ccccc1NC(=O)C1CC=CCC1C(=O)O (centres undefined)	5	-2	6	-5	0.1	1.1	4	6	-4
CSCC[C@H](NC(=O)c1nn(C)c(=O)c2ccccc12)c1nc2ccccc2[nH]1	0	0	5	0	-0.1	2.0	4	-5	-1
O=C(c1cccnc1Cl)N1CCOCC1	1	-1	-1	0	0.0	1.1	7	-7	-2
COc1cccc2cc(C(C)=O)c(=O)oc12	-4	-4	5	1	-0.3	0.6	1	11	-4
CN(C)S(=O)(=O)N(CC(=O)N1CCN(Cc2ccccc2)CC1)c1ccccc1	-1	6	-3	-2	-0.1	0.0	-6	-6	-1
COc1ccc(C(=O)NCc2c(CC(C)C)oc(C)c2C(=O)O)cc1	1	-10	-8	0	0.1	5.0	8	-3	-1
COc1ccc(C(=O)Nc2ncc3c(n2)-c2ccccc2CC3)cc1	-1	3	0	-1	0.0	-1.3	-16	-3	-2
COc1cccc(CNC(=O)CCC(=O)N2CCSc3ccccc32)c1OC	-1	-3	-10	-6	0.2	2.2	6	-5	-2
Cc1ccc(NC(=O)CSC(N)=O)cc1Cl	-1	3	4	-1	-0.2	4.1	-11	17	4
O=C(NCc1ccccc1)N1CCn2c(nc3ccccc32)C1	0	0	-3	-3	-0.2	3.2	-1	-5	-3
CCCn1c(=O)n(CC(=O)NCC2CCCO2)c(=O)c2c3c(sc21)COC(C)(C)C3 (centres undefined)	0	1	7	-2	0.0	-0.6	4	-3	-1
CNc1nc(SC)nc(N(C#N)CC(=O)OC)n1	-2	42*	6	7	-0.1	-0.5	11	-10	-3
CCS(=O)(=O)c1ccc2oc(SCC(=O)NCc3ccccc3)nc2c1	2	-12	-2	3	0.0	-4.4	2	9	-4
CCOc1ccc(CCNC(=O)Cn2ccc3ccccc3c2=O)cc1OCC	-1	4	-2	-4	0.1	2.1	6	-15	4
CCOc1ccc(C(=O)Nc2cc(S(=O)(=O)Nc3ccccc3Cl)ccc2N2CCOCC2)cc1	0	6	-3	18	-0.2	2.1	16	0	1
C=CCN1C(=O)C(CCCC)NC1=S (centres undefined)	1	2	4	6	-0.4	-0.5	6	-2	-5
Cc1ccc(NC(=O)CSc2ccc(-c3ccc4c(c3)OCO4)nn2)cc1F	1	-2	52*	14	0.2	0.6	-26	-10	-1
C=C(C)CN1CCN(c2c(CCC#N)c(C)c(C#N)c3nc4ccccc4n23)CC1	0	5	10	0	-0.1	-0.1	14	-5	2
CCc1cccc(OCCOCCN2CCCC2)c1	-7	2	-4	-11	-0.1	-0.3	6	2	-2
CCOC(=O)c1nc(C)sc1-c1ccnn1S(=O)(=O)c1cccc(Cl)c1	-3	-3	-1	2	0.0	1.6	5	1	-5
O=C(Nc1ccccc1C(=O)NCc1ccccc1)c1ccccc1Br	2	-2	-1	-3	0.4	2.2	-21	13	-1
N#CCCN(Cc1ccncc1)C(=S)NC1CC2C=CC1C2 (centres undefined)	3	-5	6	2	0.0	0.3	1	8	-1
N#C/C(=C\c1cn(CC(=O)N2CCCCC2)c2ccccc12)C(=O)NCc1ccc2c(c1)OCO2	1	0	-11	1	0.0	1.5	-19	-22	7

Just EBNA-1 inhibitor, for some of the entries so far:
molecule | EBNA-1 inhibitor
O=C(NCc1ccccc1)N1CCn2c(nc3ccccc32)C1 | -3
O=C(Nc1ccccc1C(=O)NCc1ccccc1)c1ccccc1Br | -1
CN(C)S(=O)(=O)N(CC(=O)N1CCN(Cc2ccccc2)CC1)c1ccccc1 | -3

Returning to the listing, starting three compounds before the break.
SMILES	TPT1 inhibitor	Fh CTSL1 inh	EBNA-1 inhibitor	HCV core dimer	Efflux pump inh	PP5 inh	PREPL inh	ZTA counter	PP1 inh
O=C(Nc1ccccc1C(=O)NCc1ccccc1)c1ccccc1Br	2	-2	-1	-3	0.4	2.2	-21	13	-1
N#CCCN(Cc1ccncc1)C(=S)NC1CC2C=CC1C2 (centres undefined)	3	-5	6	2	0.0	0.3	1	8	-1
N#C/C(=C\c1cn(CC(=O)N2CCCCC2)c2ccccc12)C(=O)NCc1ccc2c(c1)OCO2	1	0	-11	1	0.0	1.5	-19	-22	7
CC(=O)/C(C#N)=C1\NC(=O)C(Cc2cc(Cl)ccc2Cl)S1 (centres undefined)	0	-2	0	3	0.1	0.5	-9	3	0
O=C(c1ccccc1)c1nn(-c2ccccc2)c(=O)cc1C(F)(F)F	-3	4	3	-21	-0.1	2.2	6	7	2
Cc1ccc(C(=O)NNC(=O)c2cc(OCC(F)(F)F)ccc2OCC(F)(F)F)cc1	-1	-4	-1	-6	0.0	2.0	4	-26	3
CCN(CC)CCNC(=O)c1ccc2c(c1NCCO)C(=O)c1ccccc1C2=O	-5	10	-8	-24	0.1	0.1	37	-15	-2
CCCCCSc1nc2c(c(=O)[nH]c(=O)n2C)n1C	0	1	10	9	0.0	1.8	-2	2	-3
CCC(C)[C@H](NC(=O)NCCCc1ccccc1)C(=O)OC (some centres undefined)	-2	2	-3	-61	0.2	2.6	12	6	-4
Cc1ccc2c(c1)c1c(n2CC2COC(C)(C)O2)C(=O)CCC1 (centres undefined)	-2	1	-10	3	0.0	1.8	8	-13	-2
COc1ccc(N(C(=O)c2snc(C(N)=O)c2N)C(C(=O)NC2CCCCC2)c2ccc(C)o2)c(OC)c1 (centres undefined)	-4	5	2	-12	0.1	5.7	11	-18	1
CC(C)(C)c1ccc(-c2nc(C#N)c(N3CCC(C(N)=O)CC3)o2)cc1	-1	-3	-12	2	0.1	5.8	10	-13	1
Cc1ccc(-n2ncc3c(N4CCN(c5ccccc5)CC4)ncnc32)c(C)c1	-4	1	10	-1	-0.1	1.4	7	-4	3
COCc1cc(=O)[nH]c(/N=C(\N)Nc2cccc(Cl)c2)n1	1	7	-7	-2	-0.1	-0.6	7	-1	0
COCCCNCCC(CCC(C)C)c1ccc2c(c1)OCO2 (centres undefined)	-3	1	14	-1	0.1	-0.5	-1	1	-3
O=C(c1ccc(OCCN2CCCCC2)cc1)c1c(-c2ccc(O)cc2)sc2cc(O)ccc12	-5&-1	-1&-1	-5&4	-32&-34	0.1&0.1	3.2&1.8	27&20	-15&4	16*!
CN(C)CCCNC(=S)NCC(c1ccc(Cl)cc1Cl)c1c[nH]c2ccccc12 (centres undefined)	-1	1	4	-9	0.5	5.9	39	-11	5
O=C1NC(=O)C2(COC(c3ccccc3Cl)OC2)S1 (centres undefined)	0	1	-3	0	0.1	3.8	-1	1	0
CCC(=O)OC1c2ccccc2C(=O)N1Cc1ccccc1 (centres undefined)	-5	-3	1	19	-0.1	1.0	6	-25	0
CCc1ccc(-c2cc3c(=O)n(CC(=O)NCCN4CCCCC4C)nc(C)n3n2)cc1 (centres undefined)	-2	-3	-10	-3	1.0*	3.8	-21	-10	0
CSC1=NCCN1C(=O)COc1ccccc1	-9	-1	8	3	0.1	3.5	4	-22	1
COc1ccc(C(=O)N[C@H](C(=O)Nc2ccc(S(=O)(=O)N3CCOCC3)cc2)C(C)C)cc1	2	-5	-7	2	0.0	1.2	-5	-10	6
Cc1ccc(C(=O)N/N=C2\CCCc3ccccc32)c(C)c1	0	3	-3	3	0.1	-0.4	0	8	-3
COc1ccccc1C(=O)C1CCCN(C(=O)CN2CCCCC2=O)C1 (centres undefined)	1	-2	-1	-7	0.1	4.0	-3	-12	-6
COc1ccc(S(=O)(=O)N2CCc3ccccc32)cc1C(=O)OCc1nnc(-c2ccccc2)o1	-5	0	5	12	-0.1	-0.2	6	-15	0
